Assay outcomes: PubChem, several laboratories
NTR1 agonist: NTR1-driven beta-arrestin-GFP spot formation – imaging, U2OS cells, high content, primary screen (AID 493036); agonist mode; hit rate 0.17% among 330,000; P30989; activation, % at 20 µM;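 active = activation at or above 40% of the spot to cytoplasm intensity ratio, with at least 20 cells analyzed; inconclusive = wells under 20 cells, flagged as cytotoxic or low count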;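 note: 0% = DMSO without peptide and 100% = 100 nM NTR1 peptide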
Target sequence (P30989 whole entry, looked up): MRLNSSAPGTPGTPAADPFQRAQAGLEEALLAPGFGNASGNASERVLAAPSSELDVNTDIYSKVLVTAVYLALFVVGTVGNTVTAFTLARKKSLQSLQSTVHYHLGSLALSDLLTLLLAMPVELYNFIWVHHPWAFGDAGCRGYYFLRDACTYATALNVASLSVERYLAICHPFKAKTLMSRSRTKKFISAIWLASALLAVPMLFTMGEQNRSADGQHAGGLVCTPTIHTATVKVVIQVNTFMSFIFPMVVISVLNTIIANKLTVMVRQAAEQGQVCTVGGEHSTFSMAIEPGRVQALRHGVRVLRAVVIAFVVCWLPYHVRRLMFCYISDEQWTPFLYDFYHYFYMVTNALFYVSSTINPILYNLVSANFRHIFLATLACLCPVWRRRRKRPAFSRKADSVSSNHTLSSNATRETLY
NS5 inhibitors: flavivirus cap methylation enzyme inhibition – biochemical, confirmation dose response, primary screen (AID 588689); inhibition, % at 25 µM; hits with a dose series show IC50 in µM; Dengue-2 NS5 methyltransferase capping enzyme assay, biochemical; higher % means a stronger effect; hit rate 0.3% among 340,000; in the data active = a potency from the dose series; inconclusive = inhibition above about 29% without an active follow-up result
K1F lysis inhibition: protection from phage-mediated lysis, alamar blue read-out – E. coli UTI89, K1F phage, bacterial capsule biogenesis inhibitors (AID 488966); hit rate 0.02% among 340,000; E. coli UTI89 K1F phage lysis, alamar blue, 2 h; higher % means a stronger effect; one-dose inhibition, % at 100 µM; IC50 in µM for titrated hits;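 active = phage lysis inhibition, versus mean bacterial control, above a set limit; inconclusive = no clear call, values can overlap the other calls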;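 note: capsule biogenesis inhibitors block K1F phage lysis so surviving cells raise fluorescence; higher fluorescence means more inhibition of phage lysis; actives were called in the ten point dose series up to 300 µM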
GPR55 antagonists: inhibition of LPI-stimulated GPR55 beta-arrestin translocation – imaging, U2OS, beta-arrestin-GFP, LPI agonist, primary screen (AID 2013); U2OS GPR55 beta-arrestin-GFP translocation imaging, LPI antagonism; higher % means a stronger effect; one-dose inhibition, % at 10 µM; IC50 in µM for titrated hits; hit rate 0.13% among 290,000;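 active = spots per cell inhibited over 60%, with over 100 cells counted and total cytoplasm intensity under 500,000; inconclusive = wells with under 100 cells, flagged as likely toxic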;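 note: U2OS cells stably carrying GPR55 and arrestin-GFP stimulated by 5 µM LPI near EC80; imaged beta-arrestin-GFP aggregate spots per cell after agonist stimulation; plate controls were LPI-stimulated DMSO wells for no effect and DMSO wells without LPI for full effect; some results filed as inactive read as strong as hits; confirmed hits need IC50 under 10 µM and bright autofluorescent wells are also inconclusive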
GPR55 activation: selective activators of receptor GPR55 – imaging, U2OS cells, beta-arrestin-GFP redistribution, primary screen (AID 1961) | U2OS GPR55 beta-arrestin-GFP redistribution imaging; higher % means a stronger effect | activation, % at 10 µM, or EC50 in µM where a hit was titrated | hit rate 0.048% among 290,000;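 active = activation above 40% with more than 50 cells counted in the well; inconclusive = wells holding fewer than 50 cells, flagged as toxic or sparse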;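 note: U2OS osteosarcoma cells stably expressing GPR55 and beta-arrestin-GFP; plate controls were DMSO negative control for no effect and LPI positive control for full effect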
Siah-1 displacement: blockers of Siah-1 interaction with plectin peptide – biochemical, fluorescence polarization, rhodamine-plectin, uHTS, primary screen (AID 1817); displacement, % at 20 µM, or IC50 in µM where a hit was titrated; Siah-1 / rhodamine-plectin peptide fluorescence polarization; higher % means a stronger effect; hit rate 0.02% among 290,000;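 active = displacement of at least 50% at 20 µM, with a fluorescence ratio check between 0.3 and a set limit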;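 note: plate controls were Siah plus tracer with DMSO for no effect and tracer alone without Siah for full effect; strong numbers were not always called active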
AID2073: disruptors of CaV2.2 binding to Mint1 – biochemical, HTRF (AID 2073); HTRF protein-protein interaction, Mint1-CaV2.2; higher % means a stronger effect; inhibition, % at 20 µM; hits with a dose series show IC50 in µM; hit rate 0.19% among 290,000; in the data active = inhibition mostly above about 51%, no sharp cut-off; inconclusive = no clear call, values can overlap the other calls; inactive = mostly below about 53%; note: some results filed as inactive read as strong as hits
GPR35 antagonists: inhibition of zaprinast-stimulated GPR35 beta-arrestin translocation – imaging, U2OS, beta-arrestin-GFP, zaprinast agonist, primary screen (AID 2058) | U2OS GPR35 beta-arrestin-GFP translocation imaging, zaprinast antagonism; higher % means a stronger effect | inhibition, % at 10 µM; hits with a dose series show IC50 in µM | hit rate 0.052% among 290,000;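 active = inhibition of at least 50% with at least 30 cells and total cytoplasm GFP at most 10,000,000; inconclusive = under 30 cells or total GFP of 10,000,000 plus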
HIV peptide binding: inhibitors of HIV fusion peptide binding, primary screen, biochemical, uHTS, fluorescence dequenching (AID 1986) | cell-free peptide binding, fluorescence dequenching, 30 min; higher % means a stronger effect | inhibition, % at 20 µM, or IC50 in µM where a hit was titrated | hit rate 0.3% among 290,000; in the data active = inhibition mostly above about 52%, no sharp cut-off; inactive = mostly below about 76%; note: some results filed as inactive read as strong as hits
NTR1 agonist cell count 20 µM: second read-out of NTR1 agonist, no call of its own (marks repeat the call); cell count; measured here: cell count, cytotoxicity flag
NS5 inhibitors pilot replicate: further read-out of NS5 inhibitors, marked with its call; inhibition, %; measured here: pilot screen replicate inhibition
* marks the source's active call; other numbers are inactive results; ? = inconclusive; · = no result given; [ ] = remark or other dose. Random draw from the library; overall some 1.2% were active at least once.

SMILES	NTR1 agonist	NTR1 agonist cell count 20 µM	NS5 inhibitors	K1F lysis inhibition	GPR55 antagonists	GPR55 activation	Siah-1 displacement	AID2073	GPR35 antagonists	HIV peptide binding	others
Cc1cc(NC(=O)COC(=O)CCS(=O)(=O)c2ccc(C)c(C)c2)no1	-1.3	58	-7%	0.0%	-1%	0.8%	-3%	4%	-5%	1.2%
CC1=CC(C)C2C(=O)N(c3ccccc3)NC(=O)C2C1 (configuration not stated)	0.6	65	-6%	0.1%	-1%	0.6%	-2%	-3%	-16%	2.6%
Cc1cc(Cl)ccc1Oc1ncc(CN2CCN(c3ccccc3)CC2)s1	-1.6	83	-2%	4.7%	0%	0.0%	-6%	2%	8%	0.1%
CC(C)(C)c1nc2ccccc2c2nnc(SCC(=O)Nc3nc4ccccc4s3)n12	8.7	46	-4%	11%	10%	0.2%	1%	0%	3%	-1.2%
COc1cccc(-c2ccc(-c3noc(-c4ccccc4F)n3)c(OC)n2)c1	3.3	54	-9%	0.3%	9%	0.2%	2%	6%	8%	-0.1%
O=C(NCc1ccc2[nH]c3c(c2c1)CCCC3)c1ccc(S(=O)(=O)N2CCCCC2)cc1	3.1	61	-3%	3.5%	1%	-0.2%	1%	5%	23%	1.7%
NC(=O)c1ccc(NC(=O)COC(=O)CCSc2ccccc2)cc1	-2.0	56	-10%	-0.3%[50 µM]	6%	0.1%	-4%	-10%	-4%	-1.0%
Cc1cc(C)c(NC(=O)C2CCCN(S(=O)(=O)c3c(C)noc3/C=C/N(C)C)C2)c(C)c1 (configuration not stated)	1.5	49	-8%	0.2%	9%	-0.2%	4%	1%	6%	-1.8%
COc1ccc(-c2nc(C#N)c(N3CC(C)OC(C)C3)o2)cc1OC (configuration not stated)	0.4	34	-9%	-0.6%	-1%	0.0%	15%	17%	8%	0.8%
Cc1cnc(NC(=O)Cc2ccccc2F)s1	-0.8	46	-6%	0.1%	0%	0.2%	2%	3%	-6%	-0.6%
O=C(CCCCn1c(=O)[nH]c2ccsc2c1=O)NCc1ccc2c(c1)OCO2	5.6	63	1%	-1.7%	-9%	-0.1%	4%	0%	4%	6.4%
CN1/C(=C\C(=O)COC(=O)C2COc3ccccc3O2)C(C)(C)c2ccccc21 (configuration not stated)	1.2	60	-10%	4.1%	8%	-0.1%	0%	-4%	8%	5.6%
CCOC(=O)N1CCN(C(c2ccc(Cl)cc2)c2sc3nc(C)nn3c2O)CC1 (configuration not stated)	-1.4	61	3%	0.1%	8%	-0.1%	2%	7%	-5%	-0.7%
Cc1ccc(NS(=O)(=O)c2c(C)[nH]c(C)c2C(=O)N2CCCC2)cc1	0.0	57	7%	0.0%	12%	1.0%	5%	13%	1%	-1.5%
CC1(C)N=C(N)N=C(N)N1c1cccc(CN)c1	0.4	65	-2%	1.1%	1%	0.0%	-1%	8%	4%	2.5%
CCS(=O)(=O)N1N=C(c2cccs2)CC1c1cc2cc(C)ccc2nc1Cl (configuration not stated)	-0.2	75	-5%	0.9%[50 µM]	-2%	-0.1%	10%	22%	8%	5.1%
CCOc1ccccc1-n1c(=S)sc2c(=O)n(-c3ccccc3)c(=S)[nH]c21	1.1	66	-4%	0.3%	14%	0.1%	0%	27%	0%	-0.1%
O=C1C(=O)N(Cc2ccco2)C(c2cccc(Cl)c2)/C1=C(\O)c1ccc2c(c1)OCCO2 (configuration not stated)	0.9	42	21%	-0.3%	8%	-0.1%	4%	21%	2%	20%
CC(=O)/C(=C/N(C)C)C(=O)Nc1ccc(Cl)cc1Cl	0.1	47	2%	9.9%	12%	0.3%	2%	-3%	5%	5.3%
CCN(CC)c1ccc(-n2cc3c(=O)n(C)c(=O)n(C)c3c2)cc1	4.0	69	2%	3.1%	3%	-0.1%	2%	26%	-3%	-4.5%
O=C(CSc1ccc(-c2ccccn2)nn1)NCc1ccc(Cl)cc1	-0.6	57	-4%	0.3%	7%	1.8%	3%	16%	5%	0.6%
Cc1ccc(NC(=O)OCc2cn(-c3ccc(Cl)cc3)nn2)cc1	1.0	69	-7%	0.0%	-2%	0.0%	0%	7%	2%	1.1%
NC(=O)C1(NC(=O)[C@@H]2CC3(CC(c4cccc(NC(=O)[C@@H]5CCC(=O)N5)c4)=NO3)CN2C(=O)Cc2ccc(C(F)(F)F)cc2)CC1 (some centres not stated)	-2.4	89	4%	-0.2%	12%	-0.3%	3%	1%	6%	-1.6%
O=C(CN1C(=O)CC(c2ccccc2)Sc2ccccc21)NCC1CCCO1 (configuration not stated)	-1.2	85	4%	0.2%	5%	-0.4%	0%	24%	-6%	-0.1%
Brc1ccc(Nc2nc(-c3cccnc3)cs2)cc1	9.1	54	1%	0.3%	1%	-0.3%	-4%	3%	0%	-1.3%
Cc1nc(SCC(=O)NC(=O)NC(C)(C)C)nc(C)c1C	1.1	56	-2%	0.1%	10%	-0.1%	15%	-11%	-15%	0.0%
CC(C)C(c1nnnn1Cc1cccs1)N1CCN(C(=O)c2ccco2)CC1 (configuration not stated)	0.3	40	·	-0.4%	11%	-0.1%	4%	10%	4%	1.8%
COc1ccc(/C=C/C(=O)NC2CC3CCC2C3)cc1 (configuration not stated)	0.1	48	2%	0.0%	19%	0.4%	6%	-3%	3%	-1.6%
CN(C)CC(C)(C)CNC(=O)C1CCN(Cc2ccccc2O)CC1	-1.1	58	-5%	12%	3%	-0.2%	9%	-2%	-3%	-0.8%
COc1ccc(CNC(=O)CSc2nnc3c(n2)[nH]c2ccc(OC)cc23)cc1	2.0	59	-9%	0.4%	0%	-0.1%	26%	7%	-6%	7.7%
O=C1CC(N2CCN(c3ccccc3F)CC2)C(=O)N1c1ccc2c(c1)OCCO2 (configuration not stated)	-1.3	66	4%	-0.4%	-6%	-0.6%	6%	2%	-3%	2.0%
CC/C=C/C(=O)N1CC2(CC(c3cccc(NC(=O)c4ccccc4)c3)=NO2)C[C@@H]1C(N)=O (some centres not stated)	4.5	51	-15%	0.5%	1%	0.3%	-3%	-4%	5%	-1.7%
Cn1c(SCC(=O)c2ccccc2)nnc1-c1ccncc1	0.0	72	-3%	-1.3%	13%	-0.1%	11%	-9%	-17%	-1.8%
COC(=O)Nc1nnc(/C=C/c2ccccc2)s1	2.1	43	-2%	5.4%	10%	0.2%	8%	?	·	0.7%
O=C(C1CCC1)N1CCc2cc(S(=O)(=O)NCc3ccco3)ccc21	-4.7	88	-13%	1.4%	10%	-0.1%	-3%	2%	-20%	1.1%
CC(=O)NCCOc1nc(N2CCCCC2)nc(N2CCCCC2)n1	1.7	48	-4%	0.2%	-12%	0.0%	-2%	-4%	-2%	-0.5%
CN(C1CCS(=O)(=O)C1)S(=O)(=O)c1ccc(N2CCCC2=O)cc1 (configuration not stated)	-0.4	60	0%	0.5%	0%	-0.1%	3%	-2%	6%	-0.9%
Cc1ccc(-c2nn3c(-c4ccco4)nnc3c3ccccc23)cc1S(=O)(=O)N1CCOCC1	·	·	·	·	6%	0.3%	-1%	-2%	-6%	-1.1%
CC(C)(C)CC(=O)Nc1nnc(SCC(=O)Nc2ccccc2F)s1	0.4	24	-2%	0.2%	7%	-0.3%	9%	25%	-3%	2.1%
O=C(CN1CCCCC1)N/N=C/c1ccccc1Br	-1.2	55	-4%	1.1%	-12%	-0.2%	-3%	20%	-9%	-0.8%
O=C1Cc2cc(S(=O)(=O)NCc3ccccc3Cl)cc3c2N1CCC3	2.1	59	-8%	0.1%	14%	0.9%	4%	7%	4%	-1.1%
O=C(NC(Cc1ccccc1)C(=O)O)/C(=C\c1ccco1)NC(=O)c1ccccc1 (configuration not stated)	-1.3	65	5%	-1.4%	1%	-0.6%	0%	6%	5%	40%
COc1ccc(NC(=O)c2ccccc2NC(=O)CSc2ccc(Cl)cc2)cc1	3.5	55	-1%	0.3%	7%	0.2%	-3%	6%	10%	-3.1%
O=C(O)c1cc(N2C(=O)C3C4C=CC(C4)C3C2=O)ccc1NCc1cccnc1 (configuration not stated)	0.6	73	3%	0.7%	-7%	-0.1%	-8%	10%	-3%	2.3%	NS5 inhibitors pilot replicate=0.6
CN(Cc1nc(-c2ccccc2)no1)C(=O)c1ccco1	-1.3	54	-7%	0.0%	-11%	·	-1%	-3%	13%	-1.2%
Cc1onc(-c2c(F)cccc2Cl)c1C(=O)NCc1ccc2c(c1)OCO2	1.9	65	5%	0.2%	23%	0.6%	9%	6%	-7%	0.3%
COc1ccc(N2C3=[N+](CC2(C)O)c2ccccc2CC3)cc1 (configuration not stated)	1.9	83	1%	5.1%	7%	-0.2%	-1%	18%	7%	3.7%
Cc1ccc(C(=O)OCC(=O)NCc2ccco2)cc1	-2.0	81	-5%	0.3%	7%	-0.1%	-4%	2%	1%	-1.2%
CCn1ccnc1CN(C)Cc1cn[nH]c1-c1ccc(OC)c(F)c1	-2.2	52	2%	0.1%	-6%	0.4%	5%	-3%	-4%	0.5%
O=C(CSc1nnc(CNC(=O)c2ccc(F)cc2)o1)NCc1ccccc1	-0.2	58	-6%	0.1%	9%	0.2%	-7%	8%	-18%	-2.1%
COc1cccc(NC(=O)COc2c(F)c(F)c(C(F)(F)F)c(F)c2F)c1	-1.6	57	-3%	0.6%	4%	1.0%	-1%	0%	1%	-1.2%
O=c1c2ccccc2nc(/C=C/c2ccc([N+](=O)[O-])cc2)n1CCCO	-0.4	60	-3%	2.1%[50 µM]	2%	1.4%	3%	-7%	-12%	1.9%
Cc1ncc(CO)c(/C=N/Nc2cccc(Cl)n2)c1O	3.1	79	-3%	0.0%	-13%	0.0%	6%	44%	-5%	-0.8%
Cc1nc2ccccc2c2oc(C(=O)N3CCCC(C)C3)cc12 (configuration not stated)	2.5	35	-1%	8.8%	-9%	-0.1%	1%	-6%	20%	-0.3%
COc1ccc(CCNC(=O)CSc2nc3ccccc3c3nc(CCN4CCCCC4)nn23)cc1OC	0.0	51	-10%	0.5%	10%	-0.4%	1%	7%	-7%	6.3%
